# Hsp90 Hop PPI: qHTS Assay for Disrupters of an Hsp90 Co-Chaperone Interaction | Hsp90 C-terminal peptide / TPR2A (Hop) interaction, human | AlphaScreen TPR2A-His6 binding biotin-Hsp90 C-terminal peptide | Potency, µM (top dose mostly 57 µM), inactives show at the highest dose activity change, negative = inhibition | 0.44% of 71,000 active | AID 595, 2007; active means well fitted curve in either direction with a large enough effect; inconclusive means small, poorly fitted or top-dose-only effect, or another doubt; further: potency means the concentration at half of the fitted maximal effect; on the % scale 0 is the no-effect control and ±100 the full control effect; many of its hits are not listed in these tables
# CRE Fsk mod: Cell signaling CRE-BLA (Fsk stim); CHO CRE-bla reporter (cAMP response element driving beta-lactamase), forskolin EC10, beta-lactamase ratio; Potency, µM (top dose mostly 38.2 µM), for inactives: top-dose activity change, negative = inhibition, actives largely listed as activators; 2.5% of 71,000 active; active means well fitted activation curve with a large enough effect in the signal ratio, with a control signal flat, not every such curve was filed as active; inconclusive means small, poorly fitted or top-dose-only effect, or effect the other way, or a change in a side signal; the % refers to the signal ratio; further: potency means the concentration at half of the fitted maximal effect; % of control where 0% means no effect
#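 Forskolin analogue NKH 477 at EC10 stimulated CRE-driven beta-lactamase in CHO cells alongside compound dilution series. Beta-lactamase was measured with CCF4, excitation 405 nm, emission ratio 460/530 nm.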
# HADH2 inh: qHTS Assay for Inhibitors of HADH2 (Hydroxyacyl-Coenzyme A Dehydrogenase, Type II); 3-hydroxyacyl-CoA dehydrogenase type-2 (Homo sapiens), Q99714; recombinant HADH2, NADH fluorescence, beta-hydroxybutyryl-CoA; Potency, µM (doses to about 57.1 µM), for the others: at the top dose activity change, negative = inhibition, most hits filed as inhibitors; 3.4% of 73,000 active; AID 886, 2007; further: potency means the concentration at half of the fitted maximal effect; on the % scale 0 is the no-effect control and ±100 the full control effect; nearly all actives have a fitted effect of over 60% in size; many of its hits are not listed in these tables
# Target sequence (Q99714 whole entry, looked up, one chain of several): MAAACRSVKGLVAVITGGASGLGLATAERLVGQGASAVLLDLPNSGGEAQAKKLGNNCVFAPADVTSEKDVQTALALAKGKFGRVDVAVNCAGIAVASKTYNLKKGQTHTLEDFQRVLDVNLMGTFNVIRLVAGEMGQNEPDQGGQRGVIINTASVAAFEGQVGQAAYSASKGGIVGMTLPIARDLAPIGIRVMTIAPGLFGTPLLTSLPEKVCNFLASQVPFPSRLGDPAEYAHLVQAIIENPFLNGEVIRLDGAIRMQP
#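 NADH fluorescence (ex 360/em 450 nm) read every 30 s for 4 min; activity taken as last-minus-first time point difference. Enzyme 20 nM, NAD+ 1 mM, beta-hydroxybutyryl-CoA 90 uM, pH 9.0 Tris buffer.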
# ERK AVP block: qHTS Assay for Inhibitors of the ERK Signaling Pathway using a Homogeneous Screening Assay; HEK293-V1b, vasopressin-stimulated pERK AlphaScreen; Potency, µM (doses to about 57.5 µM), inactives show top-dose activity, negative = inhibition, actives largely listed as inhibitors; 0.99% of 72,000 active; AID 995, 2007; further: potency means the concentration at half of the fitted maximal effect; on the % scale 0 is the no-effect control and ±100 the full control effect; nearly all actives have a fitted effect of over 55% in size
#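 qHTS, compounds titrated on V1b-expressing HEK293 cells. Preincubation 30 min at 37C, vasopressin 25 nM for 5 min, lysis 10 min, bead incubation 5 hr at room temperature.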
# DNA Pol III inh: qHTS Assay for Inhibitors of DNA Polymerase III Holoenzyme System. reconstituted DNA polymerase III holoenzyme replication, biochemical. Potency, µM (titrated, usually from 57.1 µM), without a hit: at the highest dose activity change, negative = inhibition. 0.25% of 71,000 active; further: potency means the concentration at half of the fitted maximal effect; on the % scale 0 is the no-effect control and ±100 the full control effect
#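 Reconstituted *E. coli* holoenzyme (0.35 nM Pol III, 1 nM beta, 154 nM SSB, 2 nM primase) was preincubated with compound for 15 min at RT. Synthesis on 1.4 nM ssM13Gori ran 35 min, then was stopped with PicoGreen/EDTA and read as dsDNA fluorescence.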
# FLuc inh: qHTS Assay for Inhibitors of Firefly Luciferase; Luciferin 4-monooxygenase (Photinus pyralis), P08659; purified firefly luciferase, luminescence, 8 min; Potency, µM (highest dose often 57.1 µM), for inactives: at the top dose activity change, negative = inhibition, actives largely listed as inhibitors; 2.2% of 72,000 active; further: potency means the concentration at half of the fitted maximal effect; on the % scale 0 is the no-effect control and ±100 the full control effect; nearly all actives have a fitted effect of over 40% in size
# Target sequence (P08659 whole entry, looked up): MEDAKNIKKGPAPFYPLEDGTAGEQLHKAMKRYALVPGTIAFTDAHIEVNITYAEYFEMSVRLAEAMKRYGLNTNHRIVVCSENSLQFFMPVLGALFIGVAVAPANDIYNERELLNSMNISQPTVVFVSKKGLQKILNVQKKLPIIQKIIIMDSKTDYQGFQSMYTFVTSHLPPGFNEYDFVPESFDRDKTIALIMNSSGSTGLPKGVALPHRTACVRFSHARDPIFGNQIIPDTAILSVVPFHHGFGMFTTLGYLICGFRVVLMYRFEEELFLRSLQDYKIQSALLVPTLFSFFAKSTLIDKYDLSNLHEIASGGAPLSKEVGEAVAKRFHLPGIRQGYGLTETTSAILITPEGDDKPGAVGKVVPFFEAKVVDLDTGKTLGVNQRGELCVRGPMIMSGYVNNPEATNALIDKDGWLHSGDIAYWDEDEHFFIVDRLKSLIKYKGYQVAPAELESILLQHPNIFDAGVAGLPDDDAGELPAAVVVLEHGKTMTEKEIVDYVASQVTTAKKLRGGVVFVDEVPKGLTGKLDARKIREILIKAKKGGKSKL
#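 Here, luciferase activity is measured as luminescence following an 8 min room-temperature reaction at 10 uM ATP, pH 7.2. Every library sample is titrated.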
# Epigenetic mod: qHTS Assay for Epigenetic Modulators; 0.09% of 68,000 active; mouse C127i GFP locus derepression, cytometry, 30 h; AID 597, 2007; Potency, µM (highest dose often 46.1 µM), inactives show at the top dose GFP derepression (activation); further: % of control where 0% means no effect
#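 Murine C127i mammary cells carrying a silenced, stably integrated CMV-driven GFP reporter were treated with compound for 30 hours at 37 C. After PBS washes, GFP-positive cells were counted by laser-scanning microplate cytometry.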
# UbGFP stabilizer: Ubiquitin-GFP Assay | Ubiquitin-GFP reporter cells, proteasome inhibition, GFP fluorescence; response scale: untreated = 0%, 10 µM MG-132 = 100% | Potency, µM (doses to about 45.9 µM), without a hit: at the highest dose activation (GFP accumulation), most hits filed as activators | AID 526, 2006 | 67,000 tested, under 10 active; active means well fitted activation curve with a large enough effect, not every such curve was filed as active; inconclusive means small, poorly fitted or top-dose-only effect, or another doubt; inactive means no such curve, though single readings can be large or run the other way; further: potency means the concentration at half of the fitted maximal effect
#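 U2OS cells expressing ubiquitin(G76V)-GFP, seeded overnight in 0.5% FBS medium, then treated 4 hr at 37 C across 46 uM to 2.9 nM. GFP-positive cells counted by laser cytometry (488 ex/515 em); %activity scaled between basal and 10 uM MG-132.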
# 15-hLO inh: qHTS Assay for Inhibitors of 15-hLO (15-human lipoxygenase) | purified 15hLO-1, xylenol orange hydroperoxide absorbance | Polyunsaturated fatty acid lipoxygenase ALOX15 (Homo sapiens), P16050 | Potency, µM (doses to about 57.1 µM), inactives show at the top dose activity change, negative = inhibition, actives largely listed as inhibitors | 1.4% of 74,000 active; further: potency means the concentration at half of the fitted maximal effect; on the % scale 0 is the no-effect control and ±100 the full control effect; nearly all actives have a fitted effect of over 55% in size
#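 Inhibition is scored from a chromogenic endpoint. After 15 min enzyme-compound contact, arachidonic acid (50 uM final) reacts 6 min with 40 nM 15hLO-1 at room temperature, then Fe-XO reagent is added for 30 min and absorbance ratio recorded.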
# HBB splice mod: qHTS Assay for Modulators of Hemoglobin Beta Chain Splicing; AID 925, 2007; HBB splicing reporter cell assay, activation; EGFP reporter with mutant IVS2-654 intron; response scale: normalised to 500 nM splice-correcting PNA; 0.06% of 65,000 active; Potency, µM (top dose mostly 46.1 µM), without a hit: top-dose activation, usual class: activators; further: potency means the concentration at half of the fitted maximal effect; 0% is about no effect
#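 Compounds were applied for 2 days to HeLa EGFP-654 cells, 500/well in Optimem with 2% FCS. The reporter's EGFP is disrupted by mis-splicing of beta-globin intron IVS2-654. Readout: summed well GFP fluorescence from 488 nm laser scanning; reference was 500 nM antisense […] 654 PNA.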
# Tau fil binding: qHTS Assay for Tau Filament Binding; Microtubule-associated protein tau (Homo sapiens), P10636; recombinant tau filaments, thioflavin S fluorescence, 15 h; filaments grown with octadecylsulfate alongside compound; Potency, µM (top dose mostly 57.1 µM), without a hit: top-dose activity change, negative = inhibition; 2% of 71,000 active; AID 596, 2007;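 further: potency means the concentration at half of the fitted maximal effect; on the % scale 0 is the no-effect control and ±100 the full control effect; actives lower thioflavin S fluorescence by blocking filaments or displacing dye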
#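 Assay mix: 1 uM His-tagged tau, 30 uM sodium octadecylsulfate, thioflavine S dye in HEPES/NaCl/DTT buffer. Compound is added prior to the inducer. Fluorescence after 15 h at 37 C.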
# Starred values were filed as active, the others as inactive; ? = inconclusive; nt = no result given; & = joins results of further samples; [ ] = remark or other dose. Unless noted, the call rests on the fitted dose curve; in most records, active means well fitted curve in the direction sought with a large enough effect; inconclusive means small, poorly fitted or top-dose-only effect, or another doubt; inactive means no such curve, though single readings can be large; an effect the other way counts as inactive or inconclusive.
mol,Hsp90 Hop PPI,CRE Fsk mod,HADH2 inh,ERK AVP block,DNA Pol III inh,FLuc inh,Epigenetic mod,UbGFP stabilizer,15-hLO inh,HBB splice mod,Tau fil binding
O=C1CCCc2c1nc(-c1ccccc1)n2O,-3%,8%,?,-6%,-8%,-1%,-5%,2%,10%,-0.6%,3%
C=CCN1CC[C@@]23CCCC[C@@H]2[C@@H]1Cc1ccc(O)cc13,-6%,1%,-6%,21%,-1%,0%,1%,-2%,7%,-2.7%,0%
N#CC(C#N)=Cc1cc(O)c(O)c(O)c1,7.9µM*,-4%,4µM*,12%,-11%,-4%,0%,3%,7.9µM*,0.5%,10%
CC1=NN(c2ccccc2)C(=O)[C@@H]1N=Nc1ccc([As](=O)(O)O)c(O)c1,-9%[11 µM],?,-23%[11.4 µM],14%[11.5 µM],-13%[11.4 µM],-2%[11.4 µM],-3%[9.22 µM],-2%[9.17 µM],-6%[11.4 µM],2.5%[9.22 µM],3.2µM*
CCCCOC(=O)C1=C(N)OC2=C(C(=O)CC(C)(C)C2)[C@]12C(=O)N(C)c1ccccc12,-1%,-17%,4%,-4%,-4%,2%,-3%,-13%,7%,1.3%,1%
CSc1nnc(C2CCNCC2)n1C,-1%,2%,-7%,-3%,0%,3%,-3%,-6%,-11%,nt,0%
C[N+]1(C)CCN(c2ccccc2)CC1,-7%,-1%,?,28%,-4%,-1%[25.5 µM],0%[20.6 µM],5%,?,4.1%,-2%
CN1C(=O)N(C)C(=O)C2(Cc3c(nc4ccccn4c3=O)N3CCc4ccccc4C32)C1=O (stereo not given),-2%,-2%,-2%,13%,2%,4%,0%,-1%,4%,-2.5%[57.5 µM],16%
CC1(C)CC(=O)C(C2(O)C(=O)NC(=O)NC2=O)=C(O)C1,-5%,?,?,0%,-11%,-33%,4%,-6%,-1%,-1.3%,-12%
C=CCc1cc(OC)c2c(c1)OCO2,0%,-4%,-14%,-12%,2%,nt,nt,nt,-1%,-0.9%,-12%
N#Cc1ccc(CN2CCCC3(CCN(C(=O)Oc4ccccc4)CC3)C2)cc1,-2%,-5%,9%,4%,-7%,0%[11.4 µM],-2%[9.22 µM],-2%,6%,1.7%,2%
O=C1Nc2cc(Cl)c(Cl)cc2N2CCNC[C@H]12,?,22%,2%,-9%,-2%,-5%,-2%,-4%,-9%[25.6 µM],nt,-25%

# Next part.
mol,Hsp90 Hop PPI,CRE Fsk mod,HADH2 inh,ERK AVP block,DNA Pol III inh,FLuc inh,Epigenetic mod,UbGFP stabilizer,15-hLO inh,HBB splice mod,Tau fil binding
O=C(O)CN1CCN(CC(=O)O)CC(=O)[O][Hg][O]C(=O)C1,1%[11 µM],14%[7.6 µM],2µM*,-20%[11.5 µM],-8%[11.4 µM],-11%[11.4 µM],10%[9.22 µM],-4%[9.17 µM],0.16µM*,3.9%[9.22 µM],2%[11.4 µM]
Cc1ccc2nc3c(cc2c1)CC1(C(=O)N(C)C(=O)N(C)C1=O)C1CCCCN31 (stereo not given),8%,?,12%,-10%,-15%,6.3µM*,-3%,7%,1%,3.4%,-9%
c1cncc(C2=NCCC2)c1,-1%[26 µM],-2%[17.1 µM],4%[25.6 µM],8%[25.7 µM],-6%[25.6 µM],-1%[25.5 µM],1%[20.6 µM],6%[20.5 µM],20%[25.6 µM],1.2%[20.6 µM],-22%[25.6 µM]
COc1ccccc1CC1/C(=N/O)C2CCN1CC2 (stereo not given),-2%,-3%,1%,12%,-2%,1%,-2%,0%,1%,-0.5%,17%
CN(C(=O)Cc1ccc(Cl)c(Cl)c1)[C@H](CN1CCCC1)c1cccc(N=C=S)c1,-13%,?,-16%,-15%,-4%,4%,-1%,-1%,-9%[25.6 µM],nt,-25%
CCCCCCCC(=O)Cl,2%,2%,-5%,9%,6%,nt,nt,nt,-26%,-0.9%,6%
C[C@H]1CC[C@@H]2[C@@H](C)C(=O)O[C@H]3O[C@@]4(C)CC[C@H]1[C@@]32OO4,1%[26 µM],-3%[17.1 µM],13%[25.6 µM],-26%[25.7 µM],2%[25.6 µM],3%[25.5 µM],0%[20.6 µM],-9%[20.5 µM],9%[25.6 µM],-1.8%[20.6 µM],9%[25.6 µM]
COC(=O)C1C2c3ccccc3OC1(C)N=c1s/c(=C/c3cnn(C)c3)c(=O)n12 (stereo not given),1%,-15%,-8%,-1%,0%,1%,0%,4%,-4%,0.6%,-6%
C[C@]12CC[C@H]3[C@@H](CCC4=CC(=O)CC[C@@]43C)[C@@H]1CC[C@@H]2O,0%,-8%,?,10%,0%,nt,nt,nt,2%,-1.9%,7%
CCN(CC)CCCN=Cc1c(O)n(Cc2ccc(F)cc2)c(=O)[nH]c1=O,-3%,10%,-3%,-1%,-4%,13µM*,9%,1%,-7%,-1.8%,-5%
c1ccc(CN2CCCC3(CCNCC3)C2)cc1,2%,7%,2%,-2%,0%,2%[11.4 µM],-2%[9.22 µM],-9%,-2%,2.4%,-4%
CN1C(=O)N(C)C(=O)C2(Cc3cc(N)ccc3N3CCN(c4ccccc4F)CC32)C1=O (stereo not given),-4%,?,-3%,-7%,-3%,0%,0%,-6%,-8%,-1.6%,-2%

# Further entries follow:
mol,Hsp90 Hop PPI,CRE Fsk mod,HADH2 inh,ERK AVP block,DNA Pol III inh,FLuc inh,Epigenetic mod,UbGFP stabilizer,15-hLO inh,HBB splice mod,Tau fil binding
ClP(Cl)(Cl)(Cl)Cl,-2%,-11%,-8%,36%,2%,nt,nt,nt,-23%,-1.1%,0%
OCC(Br)CBr (stereo not given),5%,-11%,-5%,15%,2%,nt,nt,nt,-1%,0.0%,4%
C=CCOCC1CO1 (stereo not given),-1%,-9%,7%,13%,-2%,nt,nt,nt,4%,1.0%,8%
O=C(O)C(Cl)(Cl)Cl,-1%&-9%,-10%&15%,-1%&-19%,-18%&1%,4%&0%,nt,nt,nt,-7%&1%,0.5%&-0.3%,13%&10%
N[C@@H](Cn1ccc(=O)n(Cc2ccc(C(=O)O)cc2)c1=O)C(=O)O,-4%,1%,13%,20%,3%,0%,-1%,3%,-5%[25.6 µM],nt,-29%
Cc1ccccc1NC1=NCCCS1,0%,?,3%,-4%,-4%,5%,-3%,-1%,8%,-1.6%,17%
N#CC(Cl)(Cl)Cl,-3%,-8%,7%,-3%,3%,nt,nt,nt,-4%,-0.4%,9%
CC(C)=CCC12CN3CCN(CC(C3)C1=O)C2,-3%,3%,4%,16%,-5%,3%,3%,-1%,1%,9.5%,-4%
C=Cn1ccnc1P(=S)(c1ccc(N(C)C)cc1)c1nccn1C=C,-16%,-17%,8%,-10%,-4%,-1%,-1%,-4%,11%,0.1%[57.5 µM],11%
CCC(=NC1CC1)c1c(O)n(C2CCCCC2)c(=O)[nH]c1=O,-3%,10µM*,6%,-13%,-9%,-9%,1%,0%,-1%,2.9%,0%

# This is a subset (hit frequency here may not be typical).
